S100A4 MyoIIA: blocks human S100A4 binding to myosin IIA peptide | inhibition, % at 10.7 µM | S100A4/TAMRA-MyoIIA peptide fluorescence polarization | hit rate 0.14% among 360,000 | AID 652163;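 active = mean inhibition of at least 70% across replicates, with every replicate also reaching that level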
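incubation = readout 5 min after mixing, signal stable up to 60 min | system = S100A4 monomer protein | buffer or medium = HEPES pH 7.2 with CaCl2, KCl, NaCl, DTT, Triton | benchmarks = neutral control DMSO, positive control TFP | also added = fluorescent myosin IIA peptide, 5 nM | compound dosing = one concentration per compound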
EWS-Fli inh: blocks EWS/Fli oncoprotein-driven transcription; hit rate 0.67% among 350,000; inhibition, % at 12.6 µM; AID 651661; A673 NR0B1-luciferase reporter, viability-normalised;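 active = mean inhibition of at least 50% after viability correction, with every replicate also passing that limit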;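 note: firefly luciferase signal divided by Alamar Blue viability fluorescence both relative to DMSO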
RAD52 anneal inh: RAD52 (human) annealing inhibition; inhibition, % at 18.7 µM; hit rate 0.46% among 360,000; recombinant RAD52 DNA annealing, FRET fluorescence; P43351; AID 651710;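 active = every replicate showing at least 50% inhibition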
Target sequence (P43351 whole entry, looked up): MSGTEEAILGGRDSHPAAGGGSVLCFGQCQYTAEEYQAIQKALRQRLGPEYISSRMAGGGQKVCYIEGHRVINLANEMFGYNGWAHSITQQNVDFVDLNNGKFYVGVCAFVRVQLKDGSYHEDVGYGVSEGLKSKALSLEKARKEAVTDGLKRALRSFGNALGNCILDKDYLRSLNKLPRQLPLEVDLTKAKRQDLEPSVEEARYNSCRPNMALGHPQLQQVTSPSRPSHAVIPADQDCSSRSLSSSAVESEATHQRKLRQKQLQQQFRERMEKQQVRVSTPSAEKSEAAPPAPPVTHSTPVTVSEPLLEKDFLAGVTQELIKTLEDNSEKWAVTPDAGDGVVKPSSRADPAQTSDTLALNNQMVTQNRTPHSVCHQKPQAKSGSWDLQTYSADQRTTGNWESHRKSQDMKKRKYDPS
RAD54 branch: RAD54 (human) branch migration inhibition; Q92698; RAD54 Holliday junction branch migration, FAM/BHQ fluorescence; inhibition, % at 10.4 µM; hit rate 0.14% among 360,000;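 active = mean normalized replicate activity at least 40 and at least half of replicates scoring 40 or more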;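 note: 0% = median of neutral control wells and 100% = median of positive control wells; inhibitors cause a drop in the FAM fluorescence signal; in these data hits start at about 50%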
esBAF inh: inhibitors of esBAF chromatin remodeling in mouse ES cells. reporter increase, % at 12.5 µM. AID 602393. hit rate 2% among 350,000. Bmi1-luciferase knock-in reporter, 24 h; 100% = twice the neutral-well signal; in the data active = activation above about 40%;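 note: 0% = median of the plate's neutral control wells and 100% = double that signal; a rise in the Bmi1 reporter signal indicates esBAF inhibition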
E-selectin induc: E-selectin induction on HUVECs. HUVEC E-selectin immunofluorescence imaging; normalized: neutral wells 0, TNF-alpha wells 100. hit rate 0.37% among 260,000. activation, % at 7.58 µM. AID 686992. P16581;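 active = mean E-selectin-positive cell signal at least 10% of the positive control, reached in at least 60% of replicates, without over 20% cell loss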;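 note: in these data hits start at about 27%; measured in HUVEC primary endothelial cells; signal is the percent of cells scored E-selectin positive by PE staining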
Target sequence (P16581 whole entry, looked up): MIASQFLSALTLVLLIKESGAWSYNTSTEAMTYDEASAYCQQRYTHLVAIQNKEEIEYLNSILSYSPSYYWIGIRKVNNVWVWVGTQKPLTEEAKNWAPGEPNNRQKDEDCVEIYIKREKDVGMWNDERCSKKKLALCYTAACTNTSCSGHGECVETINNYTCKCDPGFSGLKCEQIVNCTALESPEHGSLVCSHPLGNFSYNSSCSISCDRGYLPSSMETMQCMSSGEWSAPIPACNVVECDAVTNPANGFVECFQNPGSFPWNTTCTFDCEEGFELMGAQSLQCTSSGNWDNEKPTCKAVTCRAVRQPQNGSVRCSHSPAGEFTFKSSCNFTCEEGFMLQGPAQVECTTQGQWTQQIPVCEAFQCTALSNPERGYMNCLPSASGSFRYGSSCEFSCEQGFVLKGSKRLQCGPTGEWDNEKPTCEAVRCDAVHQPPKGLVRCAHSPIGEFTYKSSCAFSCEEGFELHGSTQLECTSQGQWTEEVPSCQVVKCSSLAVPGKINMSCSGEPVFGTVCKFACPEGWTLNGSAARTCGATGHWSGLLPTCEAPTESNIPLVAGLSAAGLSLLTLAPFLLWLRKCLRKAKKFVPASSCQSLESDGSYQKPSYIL
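Assay system: HUVEC, human umbilical vein endothelial cells / Amount: 3,000 HUVEC/well / Controls: TNF-alpha positive control, DMSO neutral control / Compound dosing: single concentration / Medium: EGM-2 over gelatin coat / Evaluation: percent E-selectin-positive cells / Signal: immunofluorescence imaging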
FN deposition inh: fibronectin deposition inhibition. hit rate 0.086% among 350,000. AH1F fibroblasts, Alexa488-fibronectin deposition fluorescence, overnight. inhibition, % at 12.6 µM;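 active = mean inhibition across replicates of 30% or more, regardless of how many single replicates reach that level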;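 note: positive control wells lacked labelled fibronectin entirely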
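test system = AH1F fibroblasts assembling fluorescent fibronectin matrix | quantity = 10000 AH1F cells per well | buffer or medium = DMEM plus 2% serum, read in PBS | doses = single dose, pinned | incubation = 1 h cell attachment, overnight exposure to compound and label | detection = fluorescence at 485 nm excitation, 525 nm emission | read-out basis = inhibition from reduced deposited-fibronectin fluorescence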
Xi reactivation: reactivates the inactive X chromosome in mouse fibroblasts. XiGFP mouse fibroblasts, % GFP-positive cells imaging, 3 d; cells co-treated with 5-aza-dC sensitizer; scaled so ellipticine positive control = 100%. activation, % at 7.58 µM. hit rate 0.055% among 360,000. AID 743238;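 active = mean normalized replicate activation at least 10% and every replicate at or above 10%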;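 note: 0% = median of on-plate neutral control wells and 100% = ellipticine 6 µM median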
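Material: XiGFP fibroblasts, SV40-immortalized. Buffer or medium: DMEM plus 5-aza-dC sensitizer. Compound: single concentration per compound, delivered by pin transfer. Times: 3 days compound exposure. Controls: ellipticine 6 µM.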
Starred values were filed as active, the others as inactive; · = no result given; & = joins results of further samples. Compounds as they come; any-hit rate near 3%.

SMILES | S100A4 MyoIIA | EWS-Fli inh | RAD52 anneal inh | RAD54 branch | esBAF inh | E-selectin induc | FN deposition inh | Xi reactivation
CCSc1ccccc1C(=O)N1CCC2(CC1)CC(=O)c1ccccc1O2 | -7 | 0 | -4 | · | · | -2.0 | -9 | 0.4
CC(C)Sc1nc2ccsc2c(=O)[nH]1 | -7 | 5 | -11 | · | · | · | -8 | 0.1
Cc1ccc(/C=N/Nc2nncn2N)cc1 | 7 | -10 | -1 | -6 | -6 | 0.1 | 11 | 0.0
CC(C)NC(=O)C1C(c2ccc(C(F)(F)F)cc2)=Nc2ccccc2N1C(=O)c1cccc(C(F)(F)F)c1 (stereo unspecified) | 10 | -25 | -13 | · | · | 0.0 | -3 | 0.0
COc1cc(NC(=O)C2CCCN(S(=O)(=O)c3cnc[nH]3)C2)cc(OC)c1 (stereo unspecified) | -3 | 2 | -3 | -5 | 1 | · | 4 | 0.6
COc1ccc2c3c(n(C)c2c1)[C@@H](CO)N(C(C)=O)CC31CN(Cc2ccccc2OC)C1 | -9 | -10 | 20 | · | · | -0.5 | · | 0.3
CCc1ccc(NC(=O)CC2C(=O)NCCN2C(=O)c2ccccc2OC)cc1 (stereo unspecified) | -1 | · | -13 | 1 | -5 | -0.1 | 0 | 0.0
COc1ccc(/C=N/Nc2ccccn2)cc1O | 7 | 1 | 10 | · | 14 | · | 16 | -0.1
Cc1ccc2c(c1)NC(=O)c1cc([N+](=O)[O-])ccc1O2 | -3 | 2 | -12 | · | · | 0.0 | -17 | 0.3
CCN(CC)CCSc1nnc(Nc2ccccc2)n1-c1ccccc1 | 1 | -4 | -4 | -3 | 4 | · | 1 | 0.2
CC(=O)Nc1cccc(C(=O)N2CCN(S(=O)(=O)c3ccc(C4CCCCC4)cc3)CC2)c1 | -4 | 17 | -20 | 4 | 8 | · | -5 | -0.1
COc1ccc(CCNC(=O)Cn2nc([N+](=O)[O-])c(Br)c2C)cc1OC | -2 | -4 | -17 | 1 | 7 | 1.7 | 4 | 0.4
CC(=O)Nc1ccc(NC(=O)CSc2nc3nc(C)cc(C)c3c(=O)[nH]2)cc1 | -3 | -6 | -17 | 11 | -5 | 0.1 | -2 | 0.1
O=C(O)c1cc2nc(-c3ccccc3)cc(-c3ccccc3)n2n1 | -6 | -32 | -15 | · | · | · | 4 | 0.1
CC1(C(=O)NS(=O)(=O)c2ccc(Cl)cc2)CCN1C(=O)Cc1cc(F)ccc1F (stereo unspecified) | -8 | -5 | -7 | -6 | 4 | -0.1 | · | 0.1
COc1ccc(NC(=O)N(C)C[C@@H]2Oc3ccc(NS(=O)(=O)c4ccc(C)cc4)cc3CC(=O)N([C@@H](C)CO)C[C@@H]2C)cc1 | · | -8 | · | · | 1 | 0.0 | · | -0.7
CC(C)(C)c1ccc(C(O)c2ncc(-c3cccc(F)c3)[nH]2)cc1 (stereo unspecified) | 4 | -4 | -16 | -16 | 6 | 1.1 | 2 | 0.0
CO[C@H]1CC[C@H]2CCN(C)C(=O)[C@H](C)CN(C)C(=O)c3cccc(C#N)c3OC[C@H]1O2 | -2 | 8 | 9 | 6 | -2 | -0.1 | 1 | -0.1
Cc1cc(-c2ccccc2)nc2cc(C(=O)NCc3ccco3)nn12 | -1 | 10 | -28 | -1 | 0 | 0.2 | -17 | 0.1
CC(C)NC(=O)Nc1ccc2c(c1)C(=O)N([C@H](C)CO)C[C@H](C)[C@@H](CN(C)C)OCCCC[C@H](C)O2 | -5 | · | -13 | 11 | · | 1.5 | -3 | 0.3
COc1ccc(C2NC(c3ccc(OC)cc3OC)C(C)C(=O)C2C)c(OC)c1 (stereo unspecified) | -4 | 10 | -2 | · | · | 2.5 | -10 | 0.2
COc1ccc2nc(SCC(=O)NC(C)c3ccccc3)[nH]c2c1 (stereo unspecified) | -1 | -4 | 2 | -1 | -2 | · | -4 | 0.0
COc1ccc(NC(=O)N(C)C[C@H]2OCCCC[C@H](C)Oc3ccc(NC(=O)Nc4ccc5c(c4)OCO5)cc3C(=O)N([C@H](C)CO)C[C@@H]2C)cc1 | -8 | 3 | 16 | -11 | -2 | 0.0 | · | 0.0
C[C@@H]1CN([C@H](C)CO)S(=O)(=O)c2ccc(-c3ccccc3)cc2O[C@H]1CN(C)Cc1ccccn1 | 10 | 73* | 14 | 0 | 11 | 1.2 | -1 | 0.2
CC1=NN(C(N)=S)C(=O)C1N=Nc1ccc(C)c(Br)c1 (stereo unspecified) | -12 | -51 | -3 | 15 | 30 | 0.7 | -3 | 0.0
O=C(C[C@H]1CC[C@@H]2[C@H](COC[C@@H](O)CN2C(=O)Nc2ccc(Cl)cc2)O1)NCC1CCCCC1 | · | -2 | · | -6 | -3 | -0.1 | -9 | 0.2
CCc1nnc(NS(=O)(=O)c2ccc(NC(=O)c3cc(Cl)ccc3Cl)cc2)s1 | 2 | 2 | -12 | · | · | -0.8 | 1 | 0.0
Fc1ccc(-c2nc3c(Cl)cc(C(F)(F)F)cn3c2Cc2cccc(F)c2)cc1 | 0 | 1 | -28 | -5 | -3 | 0.2 | 4 | 0.3
C[C@@H]1CN([C@@H](C)CO)C(=O)c2cc(-c3ccccc3F)cnc2O[C@@H]1CN(C)C(=O)c1cnccn1 | 0 | -6 | -1 | 5 | -2 | -0.3 | 2 | -0.5
Cc1cc(Br)cc(Br)c1OCC(=O)NNC(=O)Nc1ccccc1 | 8 | 8 | -20 | -13 | 2 | · | -4 | 0.0
O=C(NCc1nc2ccccc2[nH]1)C1=C[C@@H](c2ccc(Br)cc2)C[C@@H](OCCCCO)O1 | -2&6 | 15&-2 | -84&13 | -15 | 10 | 0.1 | 0 | 0.6
OCCN1CCN(CC(O)COc2ccc3ccccc3c2)CC1 (stereo unspecified) | 1&1 | 4 | -2&4 | 5&-2 | 0&-4 | 0.3 | 7 | 0.0
CC(C)NC(=O)N1C[C@H]2[C@@H](c3ccccc31)[C@@H](CO)N2C(=O)Nc1ccccc1 | -10 | -2 | 7 | 16 | 1 | -0.3 | · | 0.3
CN(C)CC(=O)N[C@@H]1CC[C@H](CCn2cc(C3CCCCC3)nn2)O[C@@H]1CO | -3 | 3 | -4 | -15 | 2 | -0.6 | -2 | 0.6
CC1(/[N+]([O-])=C\c2ccccc2F)CCCCC1=O (stereo unspecified) | -1 | 7 | -12 | · | · | · | -5 | -0.1
O=C(C[C@H]1CC[C@@H](NC(=O)CC2CC2)[C@@H](CO)O1)NCC(F)(F)F | 4 | -1 | 12 | -1 | 4 | -0.1 | -18 | 0.8
O=C(NCc1ccccc1)c1nnc(CS(=O)(=O)c2ccccc2)o1 | -2 | 4 | -13 | -12 | 1 | -0.8 | -2 | -0.1
CC1CCN(C(=O)c2[nH]cnc2C(=O)NCC(=O)OC(C)(C)C)CC1 | 62 | -2 | -7 | 6 | 5 | · | 7 | 0.0
NC(Cc1ccccc1)c1csc(Nc2nncc3ccccc23)n1 (stereo unspecified) | 2 | 7 | -11 | 8 | 0 | 0.2 | 4 | 0.5
CC(C)CN(CC(C)C)C(=O)Nc1ccc(F)cc1F | -3 | 6 | -8 | -4 | -4 | -0.1 | 3 | 0.1
CCCCCCC(=O)Oc1ccc(N2C(=O)CCC2=O)cc1 | 4 | -17 | -14 | · | · | · | -17 | 0.0
COc1cc(/C=C/C(=O)c2ccc3c(c2)OCO3)cc(OC)c1OC | 12 | · | -5 | 3 | -9 | · | · | ·
COc1ccccc1Cc1c(-c2ccc(F)cc2)nc2cc(C)c(Br)c(C)n12 | -8 | -63 | -19 | · | · | 0.4 | -12 | 0.0
Cn1c(SCC(=O)Nc2ccccc2Cl)nnc1C1CC1 | 0 | 4 | -5 | -7 | -3 | 0.3 | 1 | 0.4
CS(=O)(=O)c1ccc2nc(NC(=O)c3ccc(Cl)nc3)sc2c1 | -13 | -15 | -24 | · | · | 4.1 | -14 | 0.2
Cc1noc(C)c1NC(=O)Nc1ccc2c(c1)C(=O)N([C@@H](C)CO)C[C@H](C)[C@@H](CN(C)CC1CCCCC1)O2 | · | 1 | · | · | -4 | -1.1 | -9 | -0.5
O=C(Nc1cccc(F)c1)N1CC(=O)N2[C@H](CO)[C@H](c3ccc(-c4ccccc4F)cc3)[C@@H]2C1 | 9 | · | -8 | · | · | 0.7 | · | 0.1
COc1ccc(C2SCCN2S(=O)(=O)c2ccccc2)cc1 (stereo unspecified) | -2 | -9 | 2 | · | · | · | 12 | 0.0
O=C(N/N=C/C=C/c1ccc2c(c1)OCO2)C(O)c1ccccc1 (stereo unspecified) | 0 | -7 | -10 | 9 | 2 | 11 | 5 | 0.0
COCCN1CCN(C(=O)C2CCC(=O)N(Cc3ccccc3F)C2)CC1 (stereo unspecified) | -3 | · | -4 | -2 | -5 | -1.0 | 10 | 0.0
CC(C)C(NC(=O)c1ccc2c(c1)OCO2)C(=O)N/N=C/c1cccs1 (stereo unspecified) | 2 | 18 | -12 | -22 | -14 | 0.1 | 9 | 0.3
FC(F)(F)c1cc(Cl)c2nc(-c3ccccc3)c(Cc3ccsc3)n2c1 | -4 | -35 | -12 | · | · | -0.1 | -3 | 0.4
COc1ccc(NC(=O)N(C)C[C@H]2Oc3ccc(NS(=O)(=O)c4ccc(C)cc4)cc3C(=O)N([C@H](C)CO)C[C@H]2C)cc1 | · | -2 | · | · | 1 | 0.1 | · | 0.0
Cc1ccc(-c2csc3nc[nH]c(=O)c23)cc1C | -3 | 0 | -40 | -16 | 9 | 0.2 | 18 | 0.1
Cc1ccc(N(C(=O)CS(=O)CC(=O)Nc2ccc(F)cc2)C(C(=O)NC2CCCCC2)c2ccco2)cc1 (stereo unspecified) | 4 | -2 | -3 | · | · | · | -2 | -0.1
O=C(Nc1ccc2c(c1)OCO2)N[C@H]1CC[C@@H](CC(=O)N2CCN(c3ccccc3)CC2)O[C@H]1CO | 4 | 1 | -15 | 5 | 2 | 0.3 | -1 | 0.0
C[C@@H]1CCCCO[C@H](CN(C)S(=O)(=O)c2cccs2)[C@H](C)CN([C@H](C)CO)C(=O)c2cc(NS(C)(=O)=O)ccc2O1 | -48 | -5 | 11 | -2 | 1 | 0.0 | · | 0.0
O=C1COc2ccc(C(=O)COc3ccc(Cl)cc3Br)cc2N1 | 1 | -20 | -14 | -2 | 10 | · | · | 0.0
O=C(CNC(=O)c1nc[nH]c1C(=O)N1CCN(c2ccccc2)CC1)OCc1ccccc1 | 3 | -1 | 0 | -1 | 2 | 0.0 | -7 | 0.0

Single records, as listed above:
Profile of Cc1noc(C)c1NC(=O)Nc1ccc2c(c1)C(=O)N([C@@H](C)CO)C[C@H](C)[C@@H](CN(C)CC1CCCCC1)O2 : S100A4 MyoIIA = ·; EWS-Fli inh = 1; RAD52 anneal inh = ·; RAD54 branch = ·; esBAF inh = -4; E-selectin induc = -1.1; FN deposition inh = -9; Xi reactivation = -0.5
Profile of CCCCCCC(=O)Oc1ccc(N2C(=O)CCC2=O)cc1 : S100A4 MyoIIA = 4; EWS-Fli inh = -17; RAD52 anneal inh = -14; RAD54 branch = ·; esBAF inh = ·; E-selectin induc = ·; FN deposition inh = -17; Xi reactivation = 0.0

Bioassay records: PubChem BioAssay, Broad Institute
